# Source: PubChem
# bCat KO growth – beta-catenin-lacking colon tumor cell growth suppression. HCT116 beta-catenin knockout viability, CellTiter-Glo, 60 h; hits give low values. viability, % at 10 µM. hit rate 1.5% among 140,000. AID 818;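 active = viability at or under a set limit, the compound median less 4 SD, cut at about 6% in these data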;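 also: 0% = Hyamine 1622 control at 20 µM and 100% = untreated cell control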
# PTEN del growth – suppresses growth of cells with PTEN deletion; viability, % at 10 µM; AID 827; hit rate 1.2% among 140,000; HCT116 PTEN-null viability, CellTiter-Glo, 60 h; hits give low values;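 active = viability at or below a set limit, 4 SD under the median of all tested compounds, cut at about 3.7% in these data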;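 also: PTEN knockout HCT116 line with beta catenin targeted HCT116 as companion control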
# NPY-Y2 antag – antagonists of human neuropeptide Y receptor Y2. P49146. NPY-Y2 expressing cells, antagonist mode. AID 793. hit rate 0.99% among 140,000. inhibition, % at 2.7 µM; in the data active = inhibition above about 17%;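 also: 0% = vehicle with agonist challenge and 100% = reference antagonist with challenge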
# Target sequence (P49146 whole entry, looked up): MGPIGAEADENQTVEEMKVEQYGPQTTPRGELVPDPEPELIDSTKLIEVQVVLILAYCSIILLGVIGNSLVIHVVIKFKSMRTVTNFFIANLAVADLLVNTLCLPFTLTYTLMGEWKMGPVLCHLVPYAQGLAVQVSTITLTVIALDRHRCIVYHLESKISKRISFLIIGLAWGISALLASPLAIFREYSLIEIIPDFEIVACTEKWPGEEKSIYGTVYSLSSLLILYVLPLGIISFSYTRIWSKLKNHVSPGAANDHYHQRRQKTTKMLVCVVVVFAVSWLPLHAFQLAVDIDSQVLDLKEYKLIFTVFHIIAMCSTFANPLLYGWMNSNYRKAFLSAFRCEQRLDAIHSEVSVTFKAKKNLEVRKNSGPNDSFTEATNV
# GALR2 antag – blocks the human galanin receptor 2; GALR2-expressing cells, antagonist mode; hit rate 0.39% among 140,000; O43603; inhibition, % at 4 µM; in the data active = inhibition above about 27%;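 also: cells stimulated with galanin 1-16 at roughly its EC80; 0% = agonist challenge control and 100% = basal control without agonist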
# Target sequence (O43603 whole entry, looked up): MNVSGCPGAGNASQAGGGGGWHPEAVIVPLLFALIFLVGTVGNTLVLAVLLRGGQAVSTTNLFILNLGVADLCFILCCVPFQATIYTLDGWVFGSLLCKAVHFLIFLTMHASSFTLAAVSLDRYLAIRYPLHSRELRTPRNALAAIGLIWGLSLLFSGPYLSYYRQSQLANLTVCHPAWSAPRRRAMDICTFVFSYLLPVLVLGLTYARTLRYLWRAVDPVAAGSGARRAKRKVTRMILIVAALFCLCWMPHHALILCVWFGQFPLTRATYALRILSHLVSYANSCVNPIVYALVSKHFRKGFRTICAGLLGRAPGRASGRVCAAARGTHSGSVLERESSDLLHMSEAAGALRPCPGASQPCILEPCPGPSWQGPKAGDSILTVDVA
# MRP-1 activ – activates MRP-1 | H69AR cells + doxorubicin, viability rescue, CellTiter-Glo | viability increase, % at 10 µM | hit rate 0.61% among 140,000 | AID 799;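 active = viability gain under doxorubicin at or above a set limit, the compound median plus 3 SD, cut at about 4.7% in these data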;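 also: MRP-1 overexpressing cells given doxorubicin 25 µM after compound pretreatment; 18-22 h compound pretreatment then 72 h with doxorubicin before readout; 0% = doxorubicin-only wells and 100% = vehicle-treated cells without doxorubicin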
# Phagocytosis inh – inhibitors of macrophage phagocytosis; hit rate 0.07% among 110,000; inhibition, % at 5 µM; J774A.1 macrophage IgG-bead phagocytosis, imaging;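 active = inhibition above the mean of the plate negative controls plus 5 SD, cut at about 13% in these data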;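 also: phagocytic index as fraction of beads internalized from green versus red external bead signal; plate controls were DMSO negative control for no effect and cytochalasin-D positive control for full effect; some results beyond the cut were filed as inactive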
# Yeast life ext – yeast lifespan extension. hit rate 0.68% among 130,000. inhibition of the nicotinamide effect, % at 10 µM. S. cerevisiae growth with nicotinamide, OD615; deaD strain in restrictive glucose medium;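 active = inhibition above a set limit, placed 3 SD over the median of all compounds, cut at about 26% in these data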;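 also: 0% = nicotinamide-treated wells and 100% = cells grown without nicotinamide; some compounds called inactive have numbers as strong as hits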
#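 assay system = DeaD-strain S. cerevisiae | buffer or medium = restrictive glucose medium | reagent = 1.5 mM nicotinamide | compound = 10 µM single point, 0.25% DMSO | incubation = 48 h compound exposure at 30 °C, humidified | signal = OD615 measurement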
# Measles CPE – protection of cells from measles virus | AID 841 | Measles virus-infected cells, CPE protection, absorbance | protection (pct of control), % at 4 µM | hit rate 1.5% among 140,000; in the data active = protection mostly above about 24%, no sharp cut-off; inactive = mostly below about 26%; also: some compounds called inactive have numbers as strong as hits
# E-sel TNF inh – TNF alpha driven E-selectin expression inhibition; HUVEC TNFa-induced E-selectin immunofluorescence, high content; inhibition, % at 2 µM; hit rate 0.71% among 120,000; AID 1246;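 active = inhibition above the batch mean plus 3 SD, and confirmed as a hit on visual image review, cut at about 43% in these data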;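 also: 0% = TNF-stimulated DMSO wells and 100% = unstimulated control wells; not every result past the cut was called active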
# Yeast growth inh – chemicals that inhibit yeast BB579 growth in restrictive medium (lifespan-shortening candidates); S. cerevisiae BB579 growth, OD615, 48 h; inhibition, % at 10 µM; hit rate 0.51% among 140,000; AID 804;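 active = inhibition above a set limit, 3 SD over the mean compound inhibition, cut at about 44% in these data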; also: inactives centre near -24
#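 System: DeaD yeast strain BB579; buffer or medium: CSMM-D dextrose restrictive medium; technique: OD at 615 nm; schedule: 4 h cell preincubation, 48 h compound exposure, 30 °C humidified; doses: single 10 µM dose; controls: amphotericin B 10 µg/mL, positive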
# * hit, by the source's call; nt = no result given.
# A first look:
SMILES,bCat KO growth,PTEN del growth,NPY-Y2 antag,GALR2 antag,MRP-1 activ,Phagocytosis inh,Yeast life ext,Measles CPE,E-sel TNF inh,Yeast growth inh
Cn1c(=O)c2c(nc(CN3CCOCC3)n2CCN2CCOCC2)n(C)c1=O,91,92,1,-4,-0.2,-2,-6,6,-8,-24
O=C(Cn1cc(SCc2ccccc2Cl)c2ccccc21)N1CCOCC1,78,69,-1,4,-3.1,-11,-1,13,15,-12

# All compounds of this part, previewed entries included:
SMILES,bCat KO growth,PTEN del growth,NPY-Y2 antag,GALR2 antag,MRP-1 activ,Phagocytosis inh,Yeast life ext,Measles CPE,E-sel TNF inh,Yeast growth inh
Cn1c(=O)c2c(nc(CN3CCOCC3)n2CCN2CCOCC2)n(C)c1=O,91,92,1,-4,-0.2,-2,-6,6,-8,-24
O=C(Cn1cc(SCc2ccccc2Cl)c2ccccc21)N1CCOCC1,78,69,-1,4,-3.1,-11,-1,13,15,-12
CCOCCCNC(=O)C(NC(=O)c1ccc(=O)[nH]c1)c1ccc(Cl)cc1 (configuration not stated),95,105,2,2,-0.4,2,-3,30*,nt,-47
CC(C)CCNC(=O)NC(=O)CN1C(=O)NC2(CCCCC2)C1=O,101,93,-1,-4,-2.4,nt,-4,4,14,9
O=C(/C=C/c1ccccc1)N(c1ccccn1)C1CCCCC1,73,80,3,-7,-1.8,0,-6,8,7,-19
COc1ccc(S(=O)(=O)N(C(=O)c2ccncc2)c2ccc3oc4c(c3c2)CCCC4)cc1,47,42,12,2,-3.9,-8,4,9,nt,-46
CCn1c(/C=C/Nc2ccccc2)[n+](CC)c2ccc(Cl)cc21,47,47,12,0,-4.4,nt,9,15,-6,-54
CCn1c2ccccc2c2cc(NC(=O)CCCN3C(=O)CCC3=O)ccc21,95,87,3,4,-1.9,nt,-19,6,-23,-16
Cc1cc(C)n(-c2nc3ccccc3nc2Nc2ccc(CC(=O)O)cc2)n1,95,89,5,12,-0.3,0,-9,2,nt,-14
Nc1ccccc1C(=O)NNc1ncc(C(F)(F)F)cc1Cl,73,72,5,-30,-3.5,3,-23,4,-10,-27
CC(C)OP(=O)(c1ccc(N(C)C)cc1)C(O)c1ccccc1F (configuration not stated),93,95,3,-2,-4.2,nt,nt,10,-11,-22
CC(=O)NC(Cc1ccccc1)C(=O)NC1CCN(c2ncccc2[N+](=O)[O-])CC1 (configuration not stated),96,102,2,-1,-0.7,1,-2,8,-10,-13
Cc1cccc(C(=O)N/N=C/c2ccc(OC3CSC3)cc2)c1,93,84,0,-1,-0.5,-1,1,8,-26,-29
CCN(CC)c1nc(N)c2c(N)n(-c3ccccc3C)c(=S)c(C#N)c2c1C#N,85,99,0,-3,-0.6,0,-10,29,nt,-58
O=C(CSc1nc(C2CC2)nc2ccccc12)NCc1ccc2c(c1)OCO2,102,101,1,4,-1.7,-2,-7,13,nt,-17
Cc1ccccc1NC(=O)/C(C#N)=C/c1ccccc1C(F)(F)F,93,103,2,12,-4.9,-8,0,2,18,-43
CCOC(=O)CCC(=O)N1CCOCCN(C(=O)CCC(=O)OCC)CCOCC1,87,76,7,1,-0.6,-2,-1,1,nt,4
C=CCN(CC=C)Cc1c(C)[nH]c2ccc(C(=O)OCC)cc2c1=O,96,103,0,-3,-4.2,1,-14,4,-5,-48
O=Cc1ccc(N2CCCCCC2)cc1,81,96,2,-2,-2.3,-1,-12,4,nt,-15
Cc1ccc2cc(CN(Cc3ccco3)C(=O)c3ccccc3)c(=O)[nH]c2c1C,95,94,3,1,-0.7,0,-13,6,3,0
O=C(CC1CCCCC1)NCc1cn2ccsc2n1,85,92,-2,-2,-1.7,-3,4,4,8,-11
O=C(NNS(=O)(=O)c1ccc(Cl)cc1)c1ccc(S(=O)(=O)N2CCCCC2)cc1,93,95,-1,5,-0.4,-11,0,9,nt,-37
Cc1cc(/C=N/n2cnnc2)c(C)n1-c1ccc(OCc2ccc(Cl)cc2Cl)cc1,3.7*,4,22*,29*,-6.4,-1,-11,3,-14,46*
CCOC(=O)CNS(=O)(=O)CCN1C(=O)c2ccccc2C1=O,107,107,3,-13,0.4,-2,-15,8,7,3
Cc1ccccc1NC(=O)CSc1ccsc1[N+](=O)[O-],83,97,4,9,-3.9,-4,0,2,28,-17
O=C(Nc1ccc(-n2nncc2-c2ccco2)cc1)c1ccc(F)cc1,77,78,3,10,-0.7,1,-21,7,-24,-10
COC(=O)c1cc(OC)c(OC)cc1NC(=O)c1ccc(OC)c(OC)c1,97,96,-3,-14,0.2,nt,-14,1,3,-48
CCOC(=O)c1[nH]c(COC(=O)C2CC(=O)N(Cc3ccccc3)C2)c(C(=O)OCC)c1C (configuration not stated),85,86,4,-13,3.1,4,-5,5,nt,-24
Cc1noc(C)c1COc1ccc(C(=O)OCC(=O)N2CC(=O)Nc3ccccc32)cc1,95,100,-1,-2,-2.2,nt,-4,20,nt,-56
COc1ccc(OCC(=O)N/N=C/c2ccc(O[C@@H]3O[C@H](CO)[C@@H](O)[C@H](O)[C@H]3O)cc2)cc1,95,113,-2,1,-2.0,nt,-10,13,1,-6
Cn1c(=O)cc(OCC(=O)NCc2ccccn2)c2ccccc21,85,93,4,6,-3.9,nt,-33,20,-5,-35
COC(=O)c1ccc(NC(=S)NCCC2=CCCCC2)cc1,73,71,7,0,-2.1,nt,-4,3,-5,-58
CC1CCCC(NC(=O)c2cn(C)c3ccc(S(=O)(=O)N4CCCC4)cc3c2=O)C1C (configuration not stated),54,68,-1,0,-1.2,-1,3,2,-51,-57
NC(=O)c1ccc(OCC(F)(F)C(F)(F)C(F)(F)C(F)(F)C(F)(F)C(F)F)cc1,86,84,3,16,-0.2,8,-9,18,nt,-43
COc1ccc2nc(NC(=O)CSc3nc(C)cc(C)n3)sc2c1,101,92,3,-1,0.8,0,-8,33,2,-64
CCCNC(=O)CN1C(=O)NC2(CCCc3cc(OC)ccc32)C1=O (configuration not stated),106,104,-2,12,0.4,-1,-13,32,13,-2
Cc1ccccc1-c1nc(CN2CCCC(C(=O)NCc3cccnc3)C2)c(C)o1 (configuration not stated),59,69,16,-3,-3.8,nt,-8,6,nt,9
CCS(=O)(=O)c1ccc2oc(SCC(=O)c3ccco3)nc2c1,78,88,2,11,-4.9,-3,-11,3,6,-46
Cc1occc1-c1nnc(SCC(=O)c2ccc(F)cc2)o1,93,89,7,6,-1.2,0,-6,11,-8,-27
O=C(NC1CCCCC1)NC1CCN(S(=O)(=O)c2ccc3c(c2)OCCO3)CC1,77,80,5,3,-2.4,-1,-8,5,-11,-30
Cc1ccc(S(=O)(=O)c2c(C)cc(C)nc2Cl)cc1,98,87,1,0,-0.1,0,-16,6,-12,7
O=c1[nH]c(C2CCCN(S(=O)(=O)c3ccccc3)C2)nc2c1nnn2Cc1ccccc1F (configuration not stated),93,81,0,4,1.1,nt,4,6,29,8
Cc1c(C(=O)OCC(C)C)[nH]c2c1C(=O)CC(c1cccs1)C2 (configuration not stated),13,15,8,1,-3.9,4,-9,2,4,-6
CCc1ccc2[nH]c(=O)c(C(c3nnnn3CCOC)N3CCN(c4ccccc4)CC3)cc2c1 (configuration not stated),93,76,0,2,-3.4,0,-15,11,-39,-22
O=C(C(c1ccccc1)c1ccccc1)N1CCN(Cc2ccco2)CC1,94,90,3,-4,-4.1,nt,nt,12,-4,-5
COc1ccc2[nH]c(=O)c(CN(C3CCCCC3)C(c3nnnn3Cc3ccco3)C(C)C)cc2c1 (configuration not stated),50,47,0,1,-5.0,0,20,12,15,-23
O=S1(=O)N=C(N/N=C/c2ccccn2)c2ccccc21,20,13,2,3,4.0,-6,2,25,nt,-5
CCOC(=O)CC1=C(C(=O)OCC)C(c2cccs2)C(C#N)=C(N)O1 (configuration not stated),91,105,1,-9,-1.0,-1,-6,3,9,-57
O=S(=O)(c1cccc(S(=O)(=O)N2CCN(c3ncccn3)CC2)c1)N1CCOCC1,85,87,-1,-8,-0.8,nt,-4,32,-19,-32
CC(=O)c1c(C)nn(CC(O)COc2ccc3c(c2)CCC3)c1C (configuration not stated),64,75,5,3,-0.1,-2,-13,nt,-9,-53
c1ccc(-c2cc3n(c2)CCc2ccccc2-3)cc1,35,22,4,7,-6.8,nt,nt,1,-27,-24
O=C(Cc1ccccc1)NC(Nc1ccccc1)C(Cl)(Cl)Cl (configuration not stated),77,82,-3,-23,-5.3,-1,-13,7,47,-14
NC(=O)C1CCN(c2oc(-c3ccccc3F)nc2S(=O)(=O)c2ccc(Cl)cc2)CC1,103,86,5,5,0.1,0,-3,12,-6,-58
Cc1ccc(S(=O)(=O)N(CC(=O)N/N=C\c2cccs2)c2cccc3cccnc23)cc1,71,67,2,2,-2.7,-18,4,6,8,-63
CC1=C(C(=O)Nc2ccccc2)C2(CCCCC2)C(C(N)=O)C(=S)N1 (configuration not stated),93,91,0,-11,-0.1,-8,0,13,nt,13
Cc1ccccc1OCCn1nc(C(=O)O)c2ccccc2c1=O,99,91,6,16,-0.9,-1,-13,10,-1,-6
COc1ccc(-n2nnc3c(=O)n(CC(=O)NCC4CCCO4)cnc32)cc1 (configuration not stated),105,99,2,-30,-0.1,1,-4,10,nt,-66
O=Cc1c(N2CCCCCC2)nc2ccccn2c1=O,91,91,1,11,-1.3,0,-8,1,15,-12
C/C(=N\OC(=O)c1ccc(Cl)cc1)c1sc(-c2ccccc2)nc1C,87,77,2,-4,-0.8,0,5,3,nt,-29
C=CCNc1nc(SCC=C)nc2ccsc12,89,95,1,-7,-3.6,nt,-25,12,5,-42

# (listing goes on)
SMILES,bCat KO growth,PTEN del growth,NPY-Y2 antag,GALR2 antag,MRP-1 activ,Phagocytosis inh,Yeast life ext,Measles CPE,E-sel TNF inh,Yeast growth inh
CCOc1ccc(N(CC(=O)NCc2ccco2)S(=O)(=O)c2ccc(OC)c(OC)c2)cc1,89,94,6,5,-2.8,0,-6,3,-14,-2
COc1ccc(Cl)cc1CSc1n[nH]c(C)n1,95,90,2,19,0.3,-3,-11,27*,10,-19
C/C=C/C=N/NC(=O)CN(c1ccc(Br)cc1)S(=O)(=O)c1ccccc1,85,85,3,5,-4.0,-1,4,3,nt,-48
Cc1ccc(NC(=S)NC2CC3CCC(C2)N3Cc2ccco2)cc1C (configuration not stated),75,83,4,-16,-4.0,nt,3,4,-3,-42
NC(=O)C1CCN(CCC(=O)Nc2ccc(Br)cc2)CC1,100,92,2,-13,-0.6,nt,-20,2,-26,-24
COC(=O)CCc1c(C)c(C(=O)c2ccco2)c2ccccn12,89,95,6,6,-2.0,1,-9,9,nt,-24
CCOc1ccccc1NC(=O)C1CCCN(S(=O)(=O)c2cccc3cccnc23)C1 (configuration not stated),84,82,0,0,-0.8,0,-4,1,nt,21
Cn1c(=O)c(Nc2ccc(O)cc2)c2c3c(cccc31)C(=O)c1ccccc1-2,75,82,-2,-16,-2.3,1,1,15,-6,-21
COc1ccc(Cn2cnc3c([N+](=O)[O-])c(C)c(C)cc32)cc1,81,83,6,-4,-3.6,nt,-12,14,nt,-58
